SIRT5 block – SIRT5 desuccinylase inhibitors, primary screen, biochemical, fluorescence imaging, single point, set 5; NAD-dependent protein deacylase sirtuin-5, mitochondrial (Homo sapiens), Q9NXA8; Purified SirT5, succinyl-peptide AMC, trypsin-coupled fluorescence; inhibition, % at 15 µM; 330,000 compounds, 1.1% hits; in the data active = inhibition above about 15%
Target sequence (Q9NXA8 whole entry, looked up): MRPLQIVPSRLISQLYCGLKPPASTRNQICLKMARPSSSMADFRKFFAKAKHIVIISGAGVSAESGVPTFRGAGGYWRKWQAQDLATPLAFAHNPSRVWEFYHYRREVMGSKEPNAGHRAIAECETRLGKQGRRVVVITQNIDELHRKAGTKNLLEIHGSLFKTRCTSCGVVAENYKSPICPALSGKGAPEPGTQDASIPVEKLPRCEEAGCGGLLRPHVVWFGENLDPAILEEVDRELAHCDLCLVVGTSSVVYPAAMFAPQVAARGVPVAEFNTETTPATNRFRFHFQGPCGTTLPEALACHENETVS
ERp5 block – inhibitors of ERp5-driven insulin aggregation, primary screen, biochemical, turbidity, absorbance 650 nm, single point. Protein disulfide-isomerase A6 (Homo sapiens), Q15084. 90 min. inhibition, % at 9.99 µM. 350,000 compounds, 0.05% hits. AID 651711, 2012;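 active = mean replicate inhibition above about 25%, with every replicate also reaching it, limit read from the data, passing the limit was not always enough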
Target sequence (Q15084 whole entry, looked up): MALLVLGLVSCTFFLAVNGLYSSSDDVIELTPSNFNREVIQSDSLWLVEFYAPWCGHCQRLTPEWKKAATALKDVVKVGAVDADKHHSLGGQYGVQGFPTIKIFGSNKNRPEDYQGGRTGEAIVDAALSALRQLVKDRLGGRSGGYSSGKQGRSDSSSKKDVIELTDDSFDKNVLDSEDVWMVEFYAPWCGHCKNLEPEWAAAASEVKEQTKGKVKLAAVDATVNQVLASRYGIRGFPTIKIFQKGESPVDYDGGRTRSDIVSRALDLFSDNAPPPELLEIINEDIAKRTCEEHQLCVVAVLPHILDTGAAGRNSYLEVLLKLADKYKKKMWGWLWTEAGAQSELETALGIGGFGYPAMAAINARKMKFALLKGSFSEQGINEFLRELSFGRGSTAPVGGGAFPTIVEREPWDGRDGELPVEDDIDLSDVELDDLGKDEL
CASP6 VEID inh – human caspase-6 inhibitors, primary screen, biochemical, VEID-R110 fluorescence, single point, set 2 | P55212 | purified caspase-6, Z-VEID-R110 cleavage fluorescence | inhibition, % at 12.5 µM | 350,000 compounds, 0.53% hits | AID 686996, 2013;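 active = mean inhibition across replicates at least about 35%, with every replicate also reaching that limit, limit read from the data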;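 note: 0% = median of neutral control wells and 100% = no fluorescence left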
Target sequence (P55212 24-179 limits assumed): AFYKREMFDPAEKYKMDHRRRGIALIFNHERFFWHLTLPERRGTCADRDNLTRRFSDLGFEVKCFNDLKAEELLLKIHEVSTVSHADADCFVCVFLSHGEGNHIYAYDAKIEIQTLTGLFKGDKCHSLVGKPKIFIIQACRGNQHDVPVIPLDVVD
Target sequence (P55212 194-293 limits assumed): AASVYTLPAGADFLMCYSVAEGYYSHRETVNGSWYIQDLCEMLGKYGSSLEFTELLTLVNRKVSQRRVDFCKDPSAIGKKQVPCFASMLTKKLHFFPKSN
miR-122 sensor – miR-122 Renilla sensor signal increase in Huh7, primary screen, miR-122 inhibitor project, cell-based, single point, plate reader. Huh7 miR-122 Renilla luciferase sensor, 48 h; neutral wells = 0, positive control = 100. activation (reporter increase), % at 12.5 µM. 340,000 compounds, 0.3% hits. AID 602342, 2012;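 active = mean replicate activation score at least 90 and every replicate individually at or above 90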;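 note: higher luciferase means less miR-122 activity so hits act as miR-122 inhibitors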
DENV2 CPE – inhibitors of DENV2 cytopathic effect, primary screen, cell-based, plate reader, single concentration; DENV2-infected cells, cytopathic effect rescue; CPE inhibition, % at 9.99 µM; 350,000 compounds, 1.7% hits; AID 651640, 2012; in the data active = CPE inhibition above about 20%, passing the limit was not always enough; tested in BHK-21 cells;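 note: 0% = median of neutral control wells and 100% = median of positive control wells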
CFTR F508del cor – F508del CFTR correction, initial screen, CFBE line, single point | CFBE cells, YFP halide quenching; stimulated with forskolin plus potentiator P3; % fluorescence drop versus neutral controls | activity (quench increase), % at 7.58 µM | 350,000 compounds, 0.36% hits;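 active = mean added fluorescence quench of at least 8% versus neutral control, with both replicates also reaching 8%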;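 note: cells transiently co-express mutant CFTR-F508del with the halide-sensitive YFP; corrector assay measuring rescue of mutant channel to the surface after 24 h compound exposure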
ERAP1 HTS inh – human ERAP1 aminopeptidase inhibitors, primary screen, biochemical, single point, plate reader; Endoplasmic reticulum aminopeptidase 1 (Homo sapiens), Q9NZ08; recombinant ERAP1, Leu-AMC fluorescence, 60 min; inhibition, % at 10.7 µM; 340,000 compounds, 0.15% hits; AID 652197, 2013;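 active = mean replicate inhibition of at least 30%, or all replicates individually reaching that 30% level; inactive = mean below 30% and not every replicate reaching it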;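 note: 0% = neutral control wells and 100% = L-leucinethiol positive control wells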
* = called active by the depositor; & = joins results of further samples; [ ] = dose if it differs, or a comment.

`CCOC(=O)C(C)Oc1cccc2c(=O)n(CC(=O)NCc3ccc(F)cc3)ccc12` (configuration not stated) gave SIRT5 block 1, ERp5 block 0, CASP6 VEID inh 1, miR-122 sensor -5, DENV2 CPE 12 and CFTR F508del cor -0.7.
COc1cc(CN=Cc2c(O)n(Cc3ccccc3)c(=S)[nH]c2=O)cc(OC)c1 was read as SIRT5 block 1, ERp5 block 3, CASP6 VEID inh 13, DENV2 CPE -2, CFTR F508del cor -0.4 and ERAP1 HTS inh -2.
O=C(c1ccncc1)N1CC2(C1)[C@H](c1ccccc1)[C@H](CO)N2Cc1ccccn1 was read as SIRT5 block 4, ERp5 block -4, CASP6 VEID inh -1, DENV2 CPE 1, CFTR F508del cor 1.6 and ERAP1 HTS inh 1.
O=C(Cc1cccc(NC(=O)C2CCN(C(=O)C3CCC3)CC2)c1)Nc1cccc(C(=O)N2CCOCC2)c1 was read as SIRT5 block 0, ERp5 block 2, CASP6 VEID inh 3, miR-122 sensor -2, DENV2 CPE 0, CFTR F508del cor -0.8 and ERAP1 HTS inh -4.
`CCCCCCc1cc2cc(S(=O)(=O)c3ccc(F)cc3)c(=O)oc2cc1O` gave SIRT5 block -8, ERp5 block 8, CASP6 VEID inh -3, miR-122 sensor 2, DENV2 CPE -2 and ERAP1 HTS inh 1.
`O=C(NCCCNCc1ccccc1)c1ccncc1` gave SIRT5 block -1, ERp5 block 6, CASP6 VEID inh -26, miR-122 sensor 3, DENV2 CPE -5 and ERAP1 HTS inh -2.
For COc1cccc(OC)c1C(=O)Nc1sc2c(c1C#N)CCC2 the results were SIRT5 block -1, ERp5 block 0, CASP6 VEID inh 13, miR-122 sensor 16, DENV2 CPE -3, CFTR F508del cor 1.4 and ERAP1 HTS inh -1.
`CC(OC(=O)c1ccc(NS(=O)(=O)c2cccs2)cc1)C(=O)N(C)C1CCCCC1` (configuration not stated) gave SIRT5 block -2, ERp5 block -5, CASP6 VEID inh 1, miR-122 sensor 22, DENV2 CPE -4, CFTR F508del cor -1.3 and ERAP1 HTS inh -2.
`CC=Cc1ccc2n(c1=O)C[C@@H]1[C@@H](CO)[C@H](C(=O)NCC(F)(F)F)N(C(=O)c3cccnc3)[C@H]21` (mixture of isomers) gave SIRT5 block -1, ERp5 block -2, CASP6 VEID inh 1, DENV2 CPE 4 and ERAP1 HTS inh -2.
Screening C[C@H](CO)N1C[C@H](C)[C@@H](CN(C)Cc2cccc(C(=O)O)c2)Oc2ncc(/C=C/c3ccccc3)cc2C1=O returned SIRT5 block 0, ERp5 block 0, CASP6 VEID inh 1, miR-122 sensor 1[16.7 µM], DENV2 CPE -4, CFTR F508del cor 0.4 and ERAP1 HTS inh -1.
`CCCN(C)C[C@@H]1Oc2cc(C#Cc3ccccc3F)ccc2S(=O)(=O)N([C@H](C)CO)C[C@@H]1C` gave SIRT5 block -1, ERp5 block 1, CASP6 VEID inh 1, miR-122 sensor -6[16.7 µM], DENV2 CPE -3, CFTR F508del cor 1.8 and ERAP1 HTS inh 2.
Screening O=C(CCNS(=O)(=O)c1ccccc1)OCc1nc2ccsc2c(=O)[nH]1 returned SIRT5 block 4, ERp5 block -2, CASP6 VEID inh 0, DENV2 CPE 15, CFTR F508del cor -3.3 and ERAP1 HTS inh -2.
`CC(=O)Nc1ccc(S(=O)(=O)Nc2ccc(Cc3ccncc3)cc2)cc1` gave SIRT5 block -4, ERp5 block -8, CASP6 VEID inh -2, miR-122 sensor -4, DENV2 CPE -8, CFTR F508del cor -3.7 and ERAP1 HTS inh -1.
`O=C(O)CCCn1cc(NC(=O)COc2cccc(Cl)c2)cn1` gave SIRT5 block -2, ERp5 block -17, CASP6 VEID inh 3, DENV2 CPE -6, CFTR F508del cor -2.6 and ERAP1 HTS inh -1.
CC(C)c1cn(CC[C@@H]2CC[C@H](NS(=O)(=O)c3ccc(F)cc3)[C@@H](CO)O2)nn1 was read as SIRT5 block 1, ERp5 block -1&-3, CASP6 VEID inh -3&1, DENV2 CPE 15&-4, CFTR F508del cor 4.0&0.8 and ERAP1 HTS inh 0&-2.
Screening Cc1cc2nc(/N=C(\N)NC(=O)C(C)C)nc(C)c2cc1C returned SIRT5 block -5, CASP6 VEID inh -9, miR-122 sensor -5, DENV2 CPE -7, CFTR F508del cor 1.3 and ERAP1 HTS inh -4.
Screening CCOc1ccc(C(=O)Oc2ccc(NC(C)=O)cc2)cc1 returned SIRT5 block -1, ERp5 block 7, CASP6 VEID inh 2, DENV2 CPE -4, CFTR F508del cor 1.2 and ERAP1 HTS inh -2.
For Cc1ccc(S(=O)(=O)N(C)CC(=O)Nc2cc(C)ccn2)cc1 the results were SIRT5 block 1, ERp5 block 16, CASP6 VEID inh 1, miR-122 sensor -4, DENV2 CPE -2, CFTR F508del cor -0.8 and ERAP1 HTS inh -3.
`CCCOc1ccc(N2C(=O)CC(N(CCc3ccccc3)C(=O)c3ccccc3)C2=O)cc1` (configuration not stated) gave SIRT5 block 0, ERp5 block 1, CASP6 VEID inh -1, DENV2 CPE -6 and ERAP1 HTS inh 7.
Screening C[C@H](CO)N1C[C@H](C)[C@@H](CN(C)C(=O)C2CCC2)Oc2ncc(C#CC3(O)CCCC3)cc2C1=O returned SIRT5 block -7, ERp5 block 1, CASP6 VEID inh 0, miR-122 sensor 1[16.7 µM], DENV2 CPE -4, CFTR F508del cor -0.9 and ERAP1 HTS inh 0.
For O=C(COc1ccccc1)N(Cc1cccs1)C1CCS(=O)(=O)C1 (configuration not stated) the results were SIRT5 block 1, ERp5 block 2, CASP6 VEID inh -5, DENV2 CPE -1 and CFTR F508del cor -2.2.
For O=C(N=Nc1c(O)[nH]c2ccccc12)c1cc(-c2ccc(F)cc2)n[nH]1 the results were SIRT5 block 0, ERp5 block 0, CASP6 VEID inh -6, DENV2 CPE 5, CFTR F508del cor -0.4 and ERAP1 HTS inh 0.
Screening COc1ccc(CNC(=O)C(C)OC(=O)CN2C(=O)COc3ccccc32)cc1 (configuration not stated) returned SIRT5 block 8, ERp5 block 1, CASP6 VEID inh -1, miR-122 sensor -1, DENV2 CPE -1, CFTR F508del cor -1.1 and ERAP1 HTS inh -5.
For Cc1ccc2c(c1)c(N=NC(N)=O)c(O)n2C the results were SIRT5 block 1, ERp5 block 6, CASP6 VEID inh -1, miR-122 sensor 1, DENV2 CPE -4, CFTR F508del cor 2.9 and ERAP1 HTS inh 1.
Screening COc1ccc(S(=O)(=O)N(C)C[C@@H]2Oc3c(NC(=O)Nc4ccc5c(c4)OCO5)cccc3C(=O)N([C@@H](C)CO)C[C@@H]2C)cc1 returned SIRT5 block 4, ERp5 block -7, CASP6 VEID inh 0, miR-122 sensor -8[16.7 µM], DENV2 CPE 27*, CFTR F508del cor 0.5 and ERAP1 HTS inh 1.
Screening COc1ccc2nc(Cl)c(/C=N/Nc3ccccn3)cc2c1 returned SIRT5 block 0, ERp5 block 11, miR-122 sensor 1, DENV2 CPE 1, CFTR F508del cor 4.8 and ERAP1 HTS inh -1.
`N#C/C(=C\c1cccc(OCC(=O)O)c1)c1nc2ccccc2[nH]1` gave SIRT5 block 0, ERp5 block -1, CASP6 VEID inh 15, miR-122 sensor 5, DENV2 CPE 2, CFTR F508del cor 0.4 and ERAP1 HTS inh -3.
For Cc1ccc(NNC(=O)c2cccs2)cc1Cl the results were SIRT5 block 2, ERp5 block -1, CASP6 VEID inh 4, miR-122 sensor 5, DENV2 CPE -4, CFTR F508del cor 2.7 and ERAP1 HTS inh 1.
`O=C(CN1CCOCC1)N[C@@H]1CC[C@H](CCNC(=O)C2CCCC2)O[C@@H]1CO` gave SIRT5 block 12, ERp5 block 0, CASP6 VEID inh -1, miR-122 sensor 32[16.7 µM], DENV2 CPE 10, CFTR F508del cor -0.1 and ERAP1 HTS inh 0.
Screening CCCCCCC#Cc1ccc2c(c1)COc1c3ccccc3nn1-2 returned SIRT5 block -11, ERp5 block 2, CASP6 VEID inh -6, DENV2 CPE -16, CFTR F508del cor -0.5 and ERAP1 HTS inh -1.
C[C@H]1CN([C@@H](C)CO)C(=O)c2cccc(NC(=O)C3CCCCC3)c2O[C@H]1CN(C)CC1CC1 was read as SIRT5 block -4, ERp5 block 5, CASP6 VEID inh 2, miR-122 sensor 17[16.7 µM], DENV2 CPE -1, CFTR F508del cor 1.6 and ERAP1 HTS inh 1.
For Cc1ccc(S(=O)(=O)N[C@@H](Cc2ccccc2)C(=O)N2CCC[C@@H]2C(=O)O)cc1 the results were SIRT5 block -4, ERp5 block 0, CASP6 VEID inh -3, miR-122 sensor -1, DENV2 CPE 0, CFTR F508del cor -1.3 and ERAP1 HTS inh -3.
Screening CCOC(=O)Nc1c2ccccc2nc2ccccc12 returned SIRT5 block -15, ERp5 block 0, CASP6 VEID inh 2, DENV2 CPE -1, CFTR F508del cor 0.0 and ERAP1 HTS inh -41.
`O=C(O)c1c(N2CCCCC2)ccc([N+](=O)[O-])c1N1CCCCC1` gave SIRT5 block -2, ERp5 block -9, CASP6 VEID inh 7, DENV2 CPE 1, CFTR F508del cor 0.5 and ERAP1 HTS inh 6.
Screening COc1ccc(N=C2SC(C(N)=O)CC(=O)N2Cc2ccc3c(c2)OCO3)cc1 (configuration not stated) returned SIRT5 block -3, ERp5 block 2, CASP6 VEID inh 0, DENV2 CPE -4, CFTR F508del cor -1.8 and ERAP1 HTS inh -1.
For CC(C)c1nnc(SCC(=O)Nc2ccc3c(c2)OCCO3)n1C the results were SIRT5 block -3, ERp5 block -4, CASP6 VEID inh -3, DENV2 CPE -3, CFTR F508del cor 1.2 and ERAP1 HTS inh 4.
`CCC(=O)NC[C@H]1[C@@H](c2ccc(C3=CCCC3)cc2)[C@@H](CO)N1C(C)=O` gave SIRT5 block 1, ERp5 block -2, CASP6 VEID inh 1, miR-122 sensor -12[16.7 µM], DENV2 CPE -3, CFTR F508del cor 1.0 and ERAP1 HTS inh 2.
`COC(=O)Cc1ccc(NC(=S)NCc2ccccc2OC)cc1` gave ERp5 block 7, CASP6 VEID inh 0, miR-122 sensor -2, DENV2 CPE -4, CFTR F508del cor 4.6 and ERAP1 HTS inh 0.
Screening C/C=C/c1ccc([C@H]2[C@@H](CO)N(CC3CCOCC3)C23CN(S(=O)(=O)CC)C3)cc1 returned SIRT5 block -5, ERp5 block 1, CASP6 VEID inh -3, DENV2 CPE 27*, CFTR F508del cor -1.5 and ERAP1 HTS inh -21.
`Clc1ccc(-c2nnc(SCc3nc(-c4ccccc4)no3)o2)cc1` gave SIRT5 block 0, ERp5 block 0, CASP6 VEID inh -1, miR-122 sensor -2, DENV2 CPE 3, CFTR F508del cor -0.5 and ERAP1 HTS inh -1.
COc1ccc2c(c1)CCCN2C(N)=Nc1ccc(Cl)cc1 was read as SIRT5 block -2, ERp5 block -1, CASP6 VEID inh 2, DENV2 CPE -3, CFTR F508del cor -3.1 and ERAP1 HTS inh 1.
`CCOc1ccc(NC(=O)CN2CCN(CC(=O)Nc3ccc(C(N)=O)cc3)CC2)cc1` gave SIRT5 block 0, ERp5 block -9, CASP6 VEID inh 3, DENV2 CPE -3, CFTR F508del cor -0.3 and ERAP1 HTS inh -2.
Screening CCN(C[C@H]1N[C@@](CC)(C(=O)OC)[C@H]2C(=O)N(C)C(=O)[C@@H]12)S(=O)(=O)c1ccc(-c2ccccc2)cc1 returned SIRT5 block 1, ERp5 block 0, CASP6 VEID inh -5, DENV2 CPE -5, CFTR F508del cor 2.6 and ERAP1 HTS inh 0.
Screening CCOc1ccc(S(=O)(=O)Nc2ccc(S(=O)(=O)N3CCCC3)cc2)cc1 returned ERp5 block 6, CASP6 VEID inh 2, miR-122 sensor 61 and ERAP1 HTS inh 2.

A portion from the list above, for reference:
COc1ccc2c(c1)CCCN2C(N)=Nc1ccc(Cl)cc1 was read as SIRT5 block -2, ERp5 block -1, CASP6 VEID inh 2, DENV2 CPE -3, CFTR F508del cor -3.1 and ERAP1 HTS inh 1.
`CCOc1ccc(NC(=O)CN2CCN(CC(=O)Nc3ccc(C(N)=O)cc3)CC2)cc1` gave SIRT5 block 0, ERp5 block -9, CASP6 VEID inh 3, DENV2 CPE -3, CFTR F508del cor -0.3 and ERAP1 HTS inh -2.

Screens (PubChem BioAssay)
